Source: PubChem
SENP8 block-1: SENP8 protease inhibitors, primary screen, biochemical, luminescence. AID 2540, 2010. purified SENP8, Z-RLRGG-aminoluciferin cleavage. Sentrin-specific protease 8 (Homo sapiens), Q96LD8. 330,000 compounds, 1.2% hits. inhibition, % at 10 µM; in the data active means inhibition above about 50%
Target sequence (Q96LD8 whole entry, looked up): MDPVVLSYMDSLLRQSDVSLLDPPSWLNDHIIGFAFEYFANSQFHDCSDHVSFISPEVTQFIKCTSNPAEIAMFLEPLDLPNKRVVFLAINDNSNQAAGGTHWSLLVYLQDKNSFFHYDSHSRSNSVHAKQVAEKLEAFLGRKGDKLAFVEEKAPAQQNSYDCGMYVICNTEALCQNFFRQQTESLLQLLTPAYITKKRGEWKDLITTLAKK
SENP6 block: SENP6 protease inhibitors, primary screen, biochemical, luminescence, uHTS. Recombinant SENP6 catalytic domain, aminoluciferin luminescence. inhibition, % at 10 µM. 330,000 compounds, 1.8% hits. AID 2599, 2010;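 active means inhibition above about 50% at the single tested dose, limit read from the data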;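 further: plate controls were DMSO wells with enzyme for no effect and DMSO wells lacking enzyme for full effect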
Target sequence (Q9GZR1 628-1112 limits assumed): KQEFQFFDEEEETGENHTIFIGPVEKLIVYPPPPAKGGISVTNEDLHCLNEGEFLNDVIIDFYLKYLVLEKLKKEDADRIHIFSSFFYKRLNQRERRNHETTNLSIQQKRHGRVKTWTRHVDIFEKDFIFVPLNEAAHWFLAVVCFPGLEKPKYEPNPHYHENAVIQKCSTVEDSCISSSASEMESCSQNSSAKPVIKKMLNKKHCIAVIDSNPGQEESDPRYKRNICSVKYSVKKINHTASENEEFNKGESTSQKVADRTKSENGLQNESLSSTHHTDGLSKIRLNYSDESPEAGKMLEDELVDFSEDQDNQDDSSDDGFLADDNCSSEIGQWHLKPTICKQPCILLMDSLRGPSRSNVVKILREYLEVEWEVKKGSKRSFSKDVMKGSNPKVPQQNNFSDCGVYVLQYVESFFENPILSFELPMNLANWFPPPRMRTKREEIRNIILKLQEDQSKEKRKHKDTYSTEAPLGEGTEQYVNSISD
Apaf1 inhib: inhibitors of human Apaf-1 apoptosome, primary screen, biochemical, DEVD-Rh110 fluorescence, uHTS; Apoptotic protease-activating factor 1 (Homo sapiens), O14727; reconstituted apoptosome caspase-3 activity; inhibition, % at 20 µM; 330,000 compounds, 0.71% hits; active means inhibition of at least 40% at 20 µM;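 further: plate controls were DMSO wells for no effect and DEVD-CHO caspase inhibitor wells for full effect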
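System: reconstituted apoptosome with Apaf-1, cytochrome c, caspase-9, procaspase-3, dATP; Signal: Rh110 fluorescence intensity; Schedule: 30 min compound preincubation, 50 min activation, room temperature; Reagent: cytochrome c trigger plus (Z-DEVD)2-Rh110 caspase-3 substrate.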
SENP1 FRET inh: human SENP1 catalytic domain inhibitors, primary screen, biochemical, FRET, uHTS | 360,000 compounds, 0.21% hits | inhibition, % at 10 µM | Sentrin-specific protease 1 (Homo sapiens), Q9P0U3 | AID 624204, 2012 | recombinant SENP1 catalytic domain, CyPet-SUMO1-YPet FRET cleavage;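 active means inhibition at least 30% at 10 µM, raw YFP signal under a set limit, fluorescence ratio 0.5 to 1.5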;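 further: 0% = enzyme with DMSO and 100% = no enzyme wells; some results filed as inactive read as strong as hits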
Target sequence (Q9P0U3 419-644 limits assumed): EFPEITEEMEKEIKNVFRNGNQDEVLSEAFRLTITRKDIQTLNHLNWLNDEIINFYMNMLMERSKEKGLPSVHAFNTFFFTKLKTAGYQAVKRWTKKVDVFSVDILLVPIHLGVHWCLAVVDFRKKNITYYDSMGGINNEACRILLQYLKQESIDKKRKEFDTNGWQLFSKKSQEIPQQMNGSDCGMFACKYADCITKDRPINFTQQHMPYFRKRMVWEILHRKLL
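System: Recombinant human SENP1 catalytic domain, His6-tagged | Incubation: Enzyme reaction for 50 min at room temperature, dark | Medium: Tris pH 8 with BME, BSA, NP40 and catalase | Also added: 25 nM SUMO1 FRET substrate | Compound: 10 µM single point, 0.5% DMSO | Measured by: FRET fluorescence in CFP and YFP emission channels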
PfGluPho inh: PfG6PD enzyme inhibitors, primary screen, biochemical, fluorescence intensity, uHTS; AID 504690, 2011; PfGluPho enzyme, NADPH resazurin-diaphorase fluorescence; 350,000 compounds, 0.78% hits; glucose-6-phosphate dehydrogenase-6-phosphogluconolactonase (Plasmodium falciparum 3D7); inhibition, % at 20 µM;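 active means inhibition reaching at least a set limit at 20 µM in the primary screen, cut at about 59% in these data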;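 further: 0% = DMSO wells with substrate and 100% = DMSO wells lacking glucose-6-phosphate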
SENP8 block-2: human SENP8 protease inhibitors, primary screen, biochemical, fluorescence, Nedd8 protein substrate, uHTS; recombinant SENP8; AID 602440, 2012; 360,000 compounds, 0.64% hits; Sentrin-specific protease 8 (Homo sapiens), Q96LD8; inhibition, % at 20 µM; in the data active means inhibition mostly above about 40%, no sharp cut-off; inactive means mostly below about 27%
SENP7 inh: SENP7 protease inhibitors, primary screen, biochemical, luminescence, uHTS. 330,000 compounds, 1.5% hits. recombinant SENP7, Z-RLRGG-aminoluciferin luminescence, 40 min. inhibition, % at 5 µM;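 active means inhibition above about 50% at the single test dose, limit read from the data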;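 further: plate controls were DMSO with enzyme for no effect and no enzyme buffer wells for full effect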
HKDC1 inhibitor: HKDC1 hexokinase inhibitors, primary screen, biochemical, fluorescence, uHTS; inhibition, % at 20 µM; 340,000 compounds, 0.16% hits; recombinant HKDC1, G6PDH/diaphorase resazurin coupled fluorescence; Q2TB90;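 active means inhibition above about 35% when tested at 20 µM, limit read from the data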;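 further: plate controls were DMSO wells with enzyme for no effect and DMSO wells lacking enzyme for full effect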
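Material – in-house recombinant HK5 (HKDC1) enzyme · Quantity – HKDC1 at 5 µg/mL · Buffer or medium – pH 8.0 Tris buffer with 10 mM MgCl2 · Reagent – glucose with 1 mM ATP · Dosing – single 20 µM dose · Times – reaction time 90 min, room temperature, protected from light · Technique – resorufin fluorescence at 613 nm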
* hit, by the source's call; . = not tested or not shown.

1. Cc1ccc(S(=O)(=O)Nc2ccc(Nc3ccccc3)cc2)cc1
2. O=C(CSc1ncnc2c1nnn2Cc1ccc(F)cc1)NC1CCCCC1
3. CC(C)Nc1nnc(SC(C)C(=O)Nc2ccc(N3CCOCC3)cc2)s1 (stereo unspecified)
4. CCN1C(=O)/C(=C\c2cccc(OC(=O)c3ccco3)c2)SC1=S
5. Cn1c(=O)n(C)c2cc([N+](=O)[O-])c(N3CCN(S(C)(=O)=O)CC3)cc21
6. O=C(OCCN1CCCCC1)c1ccccc1Cl
assay / entry	1	2	3	4	5	6
SENP8 block-1	-8	-9	9	15	-13	-5
SENP6 block	4	7	0	-26	-6	-2
Apaf1 inhib	15	-3	-21	23	9	-4
SENP1 FRET inh	3	-1	0	4	3	1
PfGluPho inh	-4	-15	10	3	-11	-2
SENP8 block-2	12	18	2	11	6	16
SENP7 inh	15	-8	9	16	-3	-7
HKDC1 inhibitor	-1	-3	0	-6	1	2

7. Cc1ccc(C(=O)NNC(=O)c2cccc(S(=O)(=O)N3CCN(c4ccccc4)CC3)c2)cc1
8. O=c1[nH]c(/C=C/c2ccccc2OC(F)F)nc2c1cnn2-c1ccccc1
9. Oc1cccc(Nc2c3ccccc3nc3ccccc23)c1
10. O=C(CSc1nc2c(sc3ccccc32)c(=O)n1CCCN1CCCC1)NCc1ccco1
11. COc1ccc(CN(CC(=O)NC2CCCC2)C(=O)CN2C(=O)COc3ccccc32)cc1
12. CC1(C)CC(=O)C2=C(C1)OC1OC(=O)CC21C (stereo unspecified)
assay / entry	7	8	9	10	11	12
SENP8 block-1	-4	3	0	-1	-11	0
SENP6 block	-16	-2	-18	-12	-13	-5
Apaf1 inhib	10	3	5	11	-2	-4
SENP1 FRET inh	2	-32	-166	-3	-2	1
PfGluPho inh	-25	-12	1	15	-17	-4
SENP8 block-2	17	-292	-312	-303	3	7
SENP7 inh	1	6	4	-10	-5	-1
HKDC1 inhibitor	-1	-14	7	-7	-1	-9

13. Cc1ccc(C)c(NC(=O)C(c2ccccc2)N2CCN(CC(=O)NC3CC3)CC2)c1 (stereo unspecified)
14. CCCOc1ccc(C2=NNC(=O)CC2)cc1
15. CC1CC(=Cc2ccc([N+](=O)[O-])cc2)C(=O)O1 (stereo unspecified)
16. COc1ccccc1CN1C[C@@H]2C[C@@H](c3ccc4nsnc4c3)N3CCC[C@@]23C1=O
17. COc1cccc(C(=O)n2ccc(-c3cccs3)n2)c1
18. COc1ccc(CN(C)C(=O)CCl)cc1
assay / entry	13	14	15	16	17	18
SENP8 block-1	8	-11	.	4	-13	.
SENP6 block	-1	-12	.	-10	8	.
Apaf1 inhib	6	-9	.	6	-15	.
SENP1 FRET inh	1	2	1	4	8	1
PfGluPho inh	-22	-6	6	12	-4	2
SENP8 block-2	25	8	11	-35	-31	11
SENP7 inh	1	-4	.	-7	-1	.
HKDC1 inhibitor	3	-7	-7	15	1	-4

19. COc1cccc(C2CC(C(F)(F)F)n3ncc(C(=O)O)c3N2)c1 (stereo unspecified)
20. COc1ccc(NC(=O)C(=O)N/N=C(\C)CC(=O)Nc2ccccn2)c(OC)c1
21. Clc1ccc(-c2nnc(-c3ccco3)nc2N2CCCCC2)cc1
22. CC(=O)Nc1ccc(C)cc1
23. COc1cccc(CNC(=O)c2ccc3c(c2)S(=O)(=O)N=C2CCCCCN23)c1
24. CCOC(=O)c1c(NC(=O)c2ccccc2C(=O)O)sc2c1CCCC2
assay / entry	19	20	21	22	23	24
SENP8 block-1	-2	-3	-4	1	-5	10
SENP6 block	-10	-16	9	-11	-2	8
Apaf1 inhib	5	-3	15	-4	14	12
SENP1 FRET inh	1	-11	2	0	1	0
PfGluPho inh	-25	-3	-5	2	-13	-25
SENP8 block-2	-12	12	6	3	8	-33
SENP7 inh	8	8	0	12	-4	2
HKDC1 inhibitor	-2	-3	-2	-3	5	5

Other entries:
no. | canonical_smiles | SENP8 block-1 | SENP6 block | Apaf1 inhib | SENP1 FRET inh | PfGluPho inh | SENP8 block-2 | SENP7 inh | HKDC1 inhibitor
25 | COC(=O)C(NC(=O)c1ccccc1C(=O)O)c1ccc2ccccc2c1 (stereo unspecified) | 1 | 15 | -2 | 2 | -12 | 0 | -1 | 3
26 | CN1C(C(=O)NCc2ccc(OC(F)(F)F)cc2)CC2Cn3c(nc4cc5ccccc5cc43)C21 (stereo unspecified) | -4 | -10 | 23 | -1 | -4 | -79 | 8 | 2
27 | CCN(CC)CCNC(=O)C12CC3CC(C)(CC(C)(C3)C1)C2 | 2 | 3 | -9 | 0 | 3 | -1 | -4 | 4
28 | O=C(CN1C(=O)NC2(CCCC2)C1=O)NCc1ccc(Cl)cc1 | 4 | -13 | -10 | 0 | -15 | 0 | -6 | -2
29 | O=C(c1cccc(Cl)c1)N1CCN(Cc2ccccc2)CC1 | -5 | -6 | -5 | 1 | -4 | 5 | -10 | -6
30 | C=CCn1c(CCNC(=O)c2cccs2)nnc1SCC(=O)c1ccc(Br)cc1 | -7 | 2 | 14 | 1 | 23 | 6 | -8 | -5
31 | CC(=O)C1=C(O)C(=O)N(Cc2ccccc2)C1c1ccc(F)cc1 (stereo unspecified) | 5 | -9 | 0 | -2 | -26 | 9 | 1 | -2
32 | COc1ccc(-n2c(SCC(C)=O)nc3sc(C)c(C)c3c2=O)cc1 | 3 | 2 | 0 | 1 | 1 | 3 | 3 | 0
33 | COc1ccc(S(=O)(=O)N2CCc3ccccc32)cc1OC | 4 | -2 | 7 | 0 | 28 | 10 | 6 | 2
34 | CCc1ccc(OCc2ccc(C(=O)NCc3ccccn3)o2)cc1 | 3 | -28 | 2 | -1 | -1 | 17 | 4 | 2
35 | Cc1cc(C)cc(OCC(=O)NCC2CCCO2)c1 (stereo unspecified) | -2 | -38 | 3 | 1 | -4 | -6 | -10 | -10
36 | O=C(c1cc(C2CC2)nn1-c1ccccc1)N1CCN(c2ccccc2O)CC1 | 5 | 4 | 12 | 0 | 34 | 8 | 13 | 9
37 | CC(=O)N(C)C1(c2nnnn2CCOC(=O)Nc2ccc(Cl)cc2)CCCCC1 | 2 | 11 | -2 | -1 | -12 | 18 | 4 | -5
38 | CC1(C)CC[C@]2(C(=O)O)CC[C@]3(CO)C(=CCC4[C@@]5(C)C[C@H](O)[C@H](O)[C@@](C)(C(=O)O)C5CC[C@]43C)[C@@H]2C1 (stereo partly specified) | -15 | -19 | 8 | 0 | -14 | 15 | -9 | 0
39 | CC1CC(C)CN(S(=O)(=O)c2ccc(C(=O)N3CCN(c4ccccc4)CC3)cc2)C1 (stereo unspecified) | 8 | -12 | 9 | 3 | 3 | 12 | -7 | 2
40 | Cc1ccccc1C(=O)NC(NCc1ccco1)C(Cl)(Cl)Cl (stereo unspecified) | 7 | -5 | 0 | 4 | -4 | 17 | 4 | 1
41 | C/C(=N/NC(=O)c1nnn(-c2nonc2N)c1COc1ccccc1)c1ccccc1Cl | 6 | -7 | 17 | -3 | 41 | 16 | 3 | 8
42 | Cc1ccc(CCNC(=O)c2ccc(CS(=O)(=O)c3ccccc3C)o2)cc1 | 19 | -6 | 18 | 0 | -10 | 18 | -3 | 0
43 | O=C(CCS(=O)(=O)c1ccccc1)NCCS(=O)(=O)c1ccccc1 | -3 | 16 | -1 | 1 | 8 | 11 | -9 | -11
44 | CCc1nn(CC(=O)NCCCN(CC)c2cccc(C)c2)c(=O)c2cc3occc3n12 | -1 | -23 | 6 | . | . | . | -1 | .
45 | COc1ccc(NC(=O)CN(C)C(=O)c2cccc(S(=O)(=O)N3CCN(Cc4ccccc4)CC3)c2)cc1 | 0 | -2 | 26 | 0 | -3 | 8 | -1 | 0
46 | N#Cc1nc(COc2ccccc2Cl)oc1NCc1ccco1 | -5 | 1 | 8 | -90 | 6 | -66 | 4 | 1
47 | CN(c1ccc(-c2csc(NC(=O)C3CC(=O)N(Cc4ccco4)C3)n2)cc1)S(C)(=O)=O (stereo unspecified) | -1 | 7 | -5 | -12 | 14 | -332 | 3 | -3
48 | Cc1ccc2[nH]c3c(c2c1)CN(C)CC3 | 4 | 3 | 2 | 5 | -10 | 18 | 6 | -9
49 | COc1ccccc1CCC(=O)Nc1ccc2c(c1)CN(CCCn1cccn1)CC2 | 3 | -4 | 6 | -13 | -6 | -16 | -7 | -3
50 | CC(=O)N1N=C(c2ccncc2)OC12CCCCCC2 | 2 | -8 | -9 | 3 | -3 | -276 | 5 | -10
51 | Cc1cccc(C)c1NC(=S)N1CCC(N(C)CC2CCCO2)CC1 (stereo unspecified) | 7 | 4 | 4 | 2 | -6 | 8 | 0 | 2

Rewritten with two lines to a compound: part of the list above
Results follow in this order: SENP8 block-1	SENP6 block	Apaf1 inhib	SENP1 FRET inh	PfGluPho inh	SENP8 block-2	SENP7 inh	HKDC1 inhibitor
38. CC1(C)CC[C@]2(C(=O)O)CC[C@]3(CO)C(=CCC4[C@@]5(C)C[C@H](O)[C@H](O)[C@@](C)(C(=O)O)C5CC[C@]43C)[C@@H]2C1 (stereo partly specified)
  -15	-19	8	0	-14	15	-9	0
39. CC1CC(C)CN(S(=O)(=O)c2ccc(C(=O)N3CCN(c4ccccc4)CC3)cc2)C1 (stereo unspecified)
  8	-12	9	3	3	12	-7	2
40. Cc1ccccc1C(=O)NC(NCc1ccco1)C(Cl)(Cl)Cl (stereo unspecified)
  7	-5	0	4	-4	17	4	1
41. C/C(=N/NC(=O)c1nnn(-c2nonc2N)c1COc1ccccc1)c1ccccc1Cl
  6	-7	17	-3	41	16	3	8
42. Cc1ccc(CCNC(=O)c2ccc(CS(=O)(=O)c3ccccc3C)o2)cc1
  19	-6	18	0	-10	18	-3	0
43. O=C(CCS(=O)(=O)c1ccccc1)NCCS(=O)(=O)c1ccccc1
  -3	16	-1	1	8	11	-9	-11
44. CCc1nn(CC(=O)NCCCN(CC)c2cccc(C)c2)c(=O)c2cc3occc3n12
  -1	-23	6	.	.	.	-1	.
45. COc1ccc(NC(=O)CN(C)C(=O)c2cccc(S(=O)(=O)N3CCN(Cc4ccccc4)CC3)c2)cc1
  0	-2	26	0	-3	8	-1	0
46. N#Cc1nc(COc2ccccc2Cl)oc1NCc1ccco1
  -5	1	8	-90	6	-66	4	1
